Bioassay records (PubChem BioAssay)
hIAP activ: human IAP activation | P09923 | purified human IAP, CDP-Star luminescence, 30 min; hits give high values; 1 = vehicle-only enzyme, 0 = enzyme-free background | activation factor at 10 µM | 330,000 tested, 0.16% active;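 active means activation factor of the enzyme at least 2-fold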; further: the source names both 10 and 20 µM as test concentration; values of inactives mirror those of a sister screen read the other way
Target sequence (P09923 whole entry, looked up): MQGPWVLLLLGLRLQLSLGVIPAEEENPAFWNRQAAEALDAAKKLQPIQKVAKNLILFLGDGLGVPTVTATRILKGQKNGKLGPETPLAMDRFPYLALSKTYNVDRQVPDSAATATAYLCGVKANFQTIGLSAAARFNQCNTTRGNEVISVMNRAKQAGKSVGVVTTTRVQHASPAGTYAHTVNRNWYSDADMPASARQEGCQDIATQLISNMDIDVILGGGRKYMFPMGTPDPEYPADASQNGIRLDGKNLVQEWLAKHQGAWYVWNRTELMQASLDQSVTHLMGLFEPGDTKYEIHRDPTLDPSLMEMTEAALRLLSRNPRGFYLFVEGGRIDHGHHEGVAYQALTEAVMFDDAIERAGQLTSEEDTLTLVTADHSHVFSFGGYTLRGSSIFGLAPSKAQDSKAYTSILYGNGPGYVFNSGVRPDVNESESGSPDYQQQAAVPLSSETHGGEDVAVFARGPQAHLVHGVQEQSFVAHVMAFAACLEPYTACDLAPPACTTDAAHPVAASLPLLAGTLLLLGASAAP
mIAP block: mouse IAP inhibition | purified mouse IAP, CDP-Star luminescence, 30 min | inhibition, % at 10 µM | 330,000 tested, 0.2% active;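 active means inhibition of at least 40% at 10 µM in the primary screen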;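 further: plate controls were DMSO with enzyme for no effect and no enzyme wells for full effect; values of inactives mirror those of a sister screen read the other way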
A3A deaminase: human APOBEC3A DNA deaminase inhibition | recombinant A3A, FAM/TAMRA ssDNA deamination fluorescence | inhibition, % at 20 µM | 330,000 tested, 0.41% active | AID 493011;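 active means at least 40% inhibition at 20 µM here, with at most 30% in a related deaminase screen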;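 further: plate controls were A3A with DMSO for no effect and wells lacking A3A enzyme for full effect; some results filed as inactive read as strong as hits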
Target sequence (P31941 whole entry, looked up): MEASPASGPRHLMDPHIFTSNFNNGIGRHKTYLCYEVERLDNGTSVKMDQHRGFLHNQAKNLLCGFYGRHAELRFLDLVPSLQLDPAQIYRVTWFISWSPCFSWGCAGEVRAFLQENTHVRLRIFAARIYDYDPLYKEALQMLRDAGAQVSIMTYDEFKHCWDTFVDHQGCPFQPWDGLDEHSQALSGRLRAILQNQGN
HKDC1 inh: inhibitors of human hexokinase HKDC1; inhibition, % at 20 µM; AID 493160; Q2TB90; 340,000 tested, 0.16% active; recombinant HKDC1, G6PDH/diaphorase resazurin coupled fluorescence;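 active means inhibition above about 35% when tested at 20 µM, limit read from the data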;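 further: plate controls were DMSO wells with enzyme for no effect and DMSO wells lacking enzyme for full effect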
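Test system: Recombinant HKDC1 (HK5) hexokinase enzyme, produced in-house | Input: HKDC1 at 5 µg/mL | Buffer or medium: Tris pH 8.0 buffer with MgCl2, Tween-20, BSA, BME | Schedule: 90 min reaction incubation at room temperature, dark | Technique: Resazurin-to-resorufin fluorescence via G6PDH and diaphorase coupling, 525/613 nm | Controls: DMSO wells with and without enzyme mix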
PfG6PD inh: PfG6PD (Plasmodium falciparum) enzyme inhibition | 350,000 tested, 0.78% active | inhibition, % at 20 µM | AID 504690 | PfGluPho enzyme, NADPH resazurin-diaphorase fluorescence;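 active means inhibition reaching at least a set limit at 20 µM in the primary screen, cut at about 59% in these data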;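 further: 0% = DMSO wells with substrate and 100% = DMSO wells lacking glucose-6-phosphate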
ATG4B inhibitor: blocks human ATG4B protease cleavage of LC3 substrate; Q9Y4P1; ATG4B cleavage of LC3-PLA2, NBD-HPC fluorescence, 1 h; inhibition, % at 8.33 µM; 340,000 tested, 0.51% active; AID 504462; in the data active means inhibition above about 40%
mIAP activ: increases mouse intestinal alkaline phosphatase activity; muIAP, CDP-Star luminescence, 30 min; hits give high values; 1 = vehicle-only enzyme signal, 0 = enzyme-free wells; activation factor at 10 µM; AID 2805; 330,000 tested, 0.24% active;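 active means activation factor of at least 2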; further: the source names both 10 and 20 µM as test concentration; values of inactives mirror those of a sister screen read the other way
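Assay system: mouse IAP enzyme; reagent: chemiluminescent substrate CDP-Star; dosing: test compounds delivered from DMSO solution; schedule: 30 min at room temperature; measured by: luminescence from enzymatic CDP-Star hydrolysis; controls: DMSO-only wells and no-enzyme negative control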
hIAP inh: blocks human intestinal alkaline phosphatase | P09923 | inhibition, % at 10 µM | purified IAP, CDP-Star luminescence, 30 min | 330,000 tested, 0.12% active;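 active means inhibition reaching a set limit with compound at 10 µM in the primary screen, cut at about 35% in these data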;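 further: plate controls were DMSO wells with enzyme for no effect and no-enzyme buffer wells for full effect; values of inactives mirror those of a sister screen read the other way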
An asterisk follows results filed as active; x = no result given.

hIAP activ	mIAP block	A3A deaminase	HKDC1 inh	PfG6PD inh	ATG4B inhibitor	mIAP activ	hIAP inh	structure
0.94	-5	2	-5	-1	-6	1	6	Cc1ccc(NC(=O)COC(=O)CN2C(=O)c3ccccc3C2=O)cc1S(=O)(=O)N(C)C
1.3	13	-4	-4	13	4	0.87	-30	COc1cccc(C(=O)NCCSCc2c(F)cccc2Cl)c1
0.99	1	-2	-1	6	-10	0.99	1	O=[N+]([O-])c1ccc(C(O)C(CO)NC(=S)Nc2ccccc2)cc1 (stereo not given)
1	6	6	-5	-3	-3	0.94	-1	N#CCC(=O)Nc1ccc(C(=O)OCC(=O)Nc2ccccc2-c2ccccc2)cc1
1.1	8	-3	-7	-10	0	0.92	-8	C=CCc1cccc(C=Nc2c[nH]c(=O)[nH]c2=O)c1O
1	-5	-2	-3	0	-3	1	-4	COc1ccc(C(=O)Cn2c(=O)oc3ccc(C)cc32)cc1
0.89	7	-1	-4	1	-6	0.93	11	COc1cccc(C(=O)Cn2c(N3CCCCC3)nc3c2c(=O)n(C)c(=O)n3C)c1
1.4	-6	-3	-6	4	2	1.1	-42	NC(=O)N/N=C/c1ccccc1OC(=O)c1cc2ccccc2oc1=O
1	-17	-1	2	3	-3	1.2	-4	Cc1cc(S(=O)(=O)NC2CCCCC2)ccc1-n1cnnn1
0.89	4	-3	1	-7	-17	0.96	11	Cc1ccc2c(c1)nnn2C1CCN(S(=O)(=O)c2ccc(C(=O)N(C)C)cc2)CC1
0.9	5	0	-14	1	-10	0.95	10	Cc1cc(-c2ccco2)n(CC(=O)O)n1
0.97	1	5	-3	-19	2	0.99	3	CCCS(=O)(=O)N1CCC(C(=O)NCc2ccc3c(c2)OCO3)CC1
1.1	1	-2	-6	11	-9	0.99	-11	CS(=O)(=O)c1ccc2nc(NC(=O)C3CC3)sc2c1
1.1	3	-1	-2	2	1	0.97	-8	O=C(NCC1CCCO1)c1ccc(S(=O)(=O)Nc2ccccc2F)cc1 (stereo not given)
1	-3	5	2	11	-1	1	0	CCOC(=O)c1c(NC(=O)CSC2=NN3CCCC(=O)N=C3S2)sc2c1CCCCC2
1	5	3	4	-11	-7	0.95	-1	Cc1cccc(C(=O)Oc2ccccc2/C=N/NC(=O)c2ccc(NC(=O)C(C)(C)C)cc2)c1
0.93	6	-6	1	-13	4	0.94	7	COc1cc2c(cc1OC)C(c1ccc(OC)c(OC)c1OC)CC(=O)N2 (stereo not given)
1.1	4	3	-14	53	-10	0.96	-7	COc1ccc(OCc2nnc(SCC(=O)N(C)Cc3ccccc3)n2N)cc1
1.2	-10	2	4	-3	-5	1.1	-18	COc1cc(OC)c(C(=O)Nc2ncn[nH]2)cc1OC
1.3	5	-1	-1	8	-8	0.95	-26	CCN(C1CCCCC1)S(=O)(=O)c1c(C)n(C)c(=O)n(C)c1=O
1.5	6	-2	-2	5	-3	0.94	-46	Cc1cc(C(F)(F)F)n2nc(-c3cnn(C)c3C(F)(F)F)cc2n1
1.1	2	-3	5	-32	3	0.98	-9	O=C(O)CC/C(=N/NC(=O)CNC(=O)C(c1ccccc1)c1ccccc1)c1ccccc1
0.95	9	-1	-3	3	-10	0.91	5	CN(C)CCN(C(=O)c1cccc(N2C(=O)CCC2=O)c1)c1nc2ccc(Br)cc2s1
0.79	-10	1	5	-14	4	1.1	21	COc1ccc(S(=O)(=O)n2c([N+](=O)[O-])cnc2C)cc1OC
1	-5	3	-6	3	2	1.1	-2	O=C(CSCc1ccc(F)cc1)Nc1ccccc1
0.88	1	4	9	-1	-8	0.99	12	CCOc1ccc2ccccc2c1C(=O)N1CCN(c2ccccc2)CC1
0.92	0	-5	3	13	-6	1	8	Cn1c(=S)n(/N=C/c2cccs2)c2ccccc21
0.89	9	5	-1	2	-4	0.91	11	CCN1CCCC1CNC(=O)C(=O)NC (stereo not given)
1	-1	-7	0	16	3	1	-1	O=C(Cc1ccc(Cl)cc1)NC(=S)Nc1ccccc1N1CCOCC1
1	7	-4	2	2	-9	0.93	-2	COc1cccc(NS(=O)(=O)c2cc3[nH]c(=O)c(=O)[nH]c3cc2C)c1
1	14	1	0	-14	-3	0.86	-2	O=C(CSc1ccccc1)NCc1cccnc1
1	0	-4	-2	-4	-3	1	-1	CC1=CC(C)(C)NC(=S)N1NC(=O)c1ccccc1Cl
1.1	11	4	-8	10	1	0.89	-11	Cc1cc(C)c(C(=O)CC2(O)C(=O)Nc3ccccc32)cc1C (stereo not given)
1	5	-5	-2	-2	0	0.95	-1	Cc1ccc(C(=O)Nc2ccncc2)c(Cl)c1
1.1	5	-3	-2	3	-3	0.95	-9	COc1ccccc1NC(=O)Nc1cc(C(C)C)ccc1C
0.96	-2	3	-4	3	-5	1	4	Cc1ccc(NC(=O)Cc2nnc(SCC(=O)NC3=NCCS3)n2C)cc1
1.1	-5	8	-7	-10	-4	1.1	-5	CCCCn1c(N)c(N(CCOC)C(=O)c2ccc(S(=O)(=O)N(CC)c3ccccc3)cc2)c(=O)[nH]c1=O
1	4	0	2	-2	7	0.96	-3	COc1ccc(CCN(Cc2ccccn2)C(=S)Nc2ccccc2F)cc1OC
0.9	9	1	-6	13	-2	0.91	10	CCOC(=O)N1CCN(c2cc(C)nc3nc(C)nn23)CC1
1.2	3	1	-4	-1	-8	0.97	-20	COc1ccc(C(=O)O)cc1F
1.2	5	-3	-4	4	-12	0.95	-18	CCN1CCN(Cc2ccc(NC(=O)c3cc(NC(=O)c4ccc5n[nH]nc5c4)cc(OC)c3)cc2C(F)(F)F)CC1
1	-22	-5	-9	8	-1	1.2	-2	O=C(COC(=O)c1ccccc1Br)Nc1ccccc1F
1	1	3	-3	-6	-5	0.99	-2	O=C(c1ccccc1Cl)N1CCN(c2ncccn2)CC1
1	8	-4	-9	1	-1	0.93	0	COC(=O)c1sc2cc(=O)n(-c3cccc(C(F)(F)F)c3)nc2c1O
1	3	-1	1	40	-8	0.97	-4	COc1ccc(N2CC(C(=O)Nc3nnc(SCC(=O)NCC4CCCO4)s3)CC2=O)cc1 (stereo not given)
1	3	0	-8	-4	-13	0.97	-2	CCOC1Cc2ccccc2N(C(N)=O)c2ccccc21 (stereo not given)
1.1	8	4	-2	11	-7	0.92	-11	COCCSc1ccccc1C(=O)N1CCOCC1
1.1	-14	5	-9	4	3	1.1	-11	O=C(CSc1nnc(-c2ccncc2)n1Cc1ccco1)OC1CCCCC1
1	-2	2	-2	13	-9	1	-2	COc1ccc(NS(=O)(=O)c2cc(NC(=O)c3cccs3)ccc2N2CCOCC2)cc1
1.1	-3	-2	0	-8	13	1	-5	COc1ccc(CN2CCNC(=O)C2CC(=O)NCCN2CCCCC2=O)c(F)c1 (stereo not given)
0.89	5	-2	-5	2	0	0.95	11	O=C(Cn1cc2c(n1)CCCCC2)Nc1ccccc1Cl
1.1	-4	1	-6	-16	-6	1	-10	Cc1ccc(Cn2cc(/C=C/C(=O)O)c(-c3ccccc3)n2)cc1
1.1	10	-2	-10	6	-6	0.9	-8	Cc1ccc(C(=O)Nc2ccc(C(=O)O)cc2)cc1S(=O)(=O)NCc1ccccc1
0.84	2	0	-6	-14	1	0.97	16	COc1ccc(N2CCN(C(CNS(C)(=O)=O)c3ccco3)CC2)cc1 (stereo not given)
1.1	12	-1	-9	39	-9	0.88	-5	COc1cccc(CN(c2ccc3c(c2)CCC3)S(=O)(=O)c2ccc(-n3cnnn3)c(OC)c2)c1
0.87	-1	1	-12	3	-6	1	13	O=C1CC(CCC(=O)NC2CC2)c2ccccc2N1 (stereo not given)
1	4	0	-7	-22	-7	0.96	-1	CCOC(=O)c1[nH]c(C)c(/C(O)=C2\C(=O)C(=O)N(CCCN3CCOCC3)C2c2cccs2)c1C (stereo not given)
1	15	-4	x	x	x	0.85	-1	COc1ccc(-c2coc3c(CN4CCCCC4)c(O)c(CN4CCCCC4)c(O)c3c2=O)cc1
0.84	2	0	-7	18	2	0.98	16	CNc1ccccc1C(C)(C)c1cc(-c2cc(C)cc(C)c2)no1
0.99	1	21	-3	-1	-1	0.99	1	CC(=O)c1c(C)n(-c2ccc(Cl)cc2)c2ccc(O)cc12

(list continues)
hIAP activ	mIAP block	A3A deaminase	HKDC1 inh	PfG6PD inh	ATG4B inhibitor	mIAP activ	hIAP inh	structure
1.1	-25	-10	-5	3	-2	1.3	-14	COc1cc(Cl)c(C)cc1NC(=O)Cn1c(NCCO)nc2ccccc21
0.98	3	-6	-4	-4	0	0.97	2	C=CCOc1c(Br)cc(CNCCCN2CCOCC2)cc1OC
1.1	0	-5	-7	-6	4	1	-5	O=C(CSc1ncn[nH]1)c1ccc2c(c1)OCO2
0.84	6	-2	-1	-9	-18	0.94	16	C=CCn1c(SCC(=O)Nc2cc(C)ccc2C)nnc1-c1cnccn1
1.3	4	-1	2	-17	1	0.95	-30	COc1ccc(OCC(=O)NC(=S)Nc2ccc(S(=O)(=O)Nc3cc(C)on3)cc2)cc1
1	9	-1	2	30	-31	0.91	0	Cc1ccc(-c2nc(C(=O)NCCCN3CCOCC3)cc3c2[nH]c2ccccc23)cc1
0.92	-8	0	-5	-20	-2	1.1	8	O=C(C1=C(O)C(=O)N(Cc2cccnc2)C1c1ccccn1)c1cccs1 (stereo not given)
0.87	7	-4	-5	-7	-8	0.93	13	O=C(CSc1nnc(-c2cc(-c3cccs3)nc3ccccc23)o1)NC1CCCCC1
1.1	6	-6	1	-9	7	0.94	-5	Cc1ccc(Cn2c(N)nc3ccccc32)cc1
1.1	6	2	3	-14	-4	0.94	-14	Cc1cc(C)cc(-n2c(C)cc(/C=N/NC(=O)c3ccncc3)c2C)c1
1	-7	0	-4	-3	-4	1.1	-3	Cc1cccc(C)c1NC(=O)NN=C1CCCCC1
0.98	-2	-4	-2	24	9	1	2	Cc1cc(-c2n[nH]c(=S)n2Cc2ccccc2)cs1
0.92	4	1	-10	9	-5	0.96	8	CC1(C(=O)Nc2nnc(C(C)(C)C)s2)Cc2ccccc2C(=O)O1 (stereo not given)
0.97	7	1	3	14	1	0.93	3	Cc1c(C(=O)N(Cc2ccco2)Cc2cccs2)oc2ccccc12
1.6	6	-2	-12	-29	-13	0.94	-60	COc1ccc(C(=O)N/N=C/c2c(CO)cnc(C)c2O)cc1
1.2	-25	13	2	20	-15	1.2	-23	CC(C)(C)Nc1nc(SCC(=O)Nc2ccccc2)nc(N2CCOCC2)n1
1.3	7	-3	15	96*	-1	0.93	-30	O=S(=O)(Nc1cccc2cccnc12)c1ccccc1
